From PubChem BioAssay
L3MBTL1 block: blocks human L3MBTL1. Q9Y468. Potency, µM (doses to about 57.1 µM), for inactives: at the top dose activity, negative = inhibition, usual class: inhibitors. AlphaScreen L3MBTL1–H3K9me1 peptide binding. 230,000 compounds, 0.66% hits; note: nearly all actives have a fitted effect of over 60% in size
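L3MBTL1 50 nM + b-AHA-H3(1-15)K9me1 75 nM, 30 min RT; compound added, 30 min RT; streptavidin donor/Ni-chelate acceptor beads 10 ug/mL each final, 30 min RT dark; AlphaScreen read.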
ALDH1A1 block: blocks purified human ALDH1A1 activity; P00352; Purified ALDH1A1, NADH fluorescence, propionaldehyde substrate; Potency, µM (highest dose often 75.3 µM), for the others: at the highest dose activity, negative = inhibition, usual class: inhibitors; 220,000 compounds, 7.3% hits; AID 1030; active = well fitted inhibition curve with a large enough effect, not every such curve was filed as active; inconclusive = small, poorly fitted or top-dose-only effect, or another doubt; inactive = no such curve, though single readings can be large or run the other way;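 note: plate controls were no enzyme wells and a reference inhibitor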
Target sequence (P00352 whole entry, looked up): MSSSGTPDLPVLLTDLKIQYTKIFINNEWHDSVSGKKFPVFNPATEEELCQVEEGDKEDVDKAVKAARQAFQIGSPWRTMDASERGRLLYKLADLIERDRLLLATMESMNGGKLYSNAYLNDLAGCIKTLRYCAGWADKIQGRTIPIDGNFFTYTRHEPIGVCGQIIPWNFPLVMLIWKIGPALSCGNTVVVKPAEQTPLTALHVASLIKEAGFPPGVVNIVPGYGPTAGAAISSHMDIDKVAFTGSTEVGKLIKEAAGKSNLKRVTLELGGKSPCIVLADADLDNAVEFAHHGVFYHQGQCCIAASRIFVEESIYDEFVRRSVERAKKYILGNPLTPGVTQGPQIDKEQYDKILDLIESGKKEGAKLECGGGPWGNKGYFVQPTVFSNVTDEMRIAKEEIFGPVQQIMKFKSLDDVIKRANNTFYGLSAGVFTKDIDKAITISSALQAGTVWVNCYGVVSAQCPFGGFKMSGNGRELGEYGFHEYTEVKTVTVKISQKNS
Tau FP inhib: tau fibrillization inhibition (FP) | AID 1468 | 280,000 compounds, 0.39% hits | P10636 | K18 P301L tau heparin fibrillization, Alexa594 FP, 6 h | Potency, µM (series often up to 57.7 µM), without a hit: at the top dose activity, negative = inhibition, actives largely listed as inhibitors; note: nearly all actives have a fitted effect of over 55% in size
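K18 P301L tau (15 uM unlabeled/0.24 uM Alexa 594-labeled, final) + compound + heparin 20 uM final; 100 mM NaOAc pH 7; 6 hr 37 C; ThT 30 uM final added, 1 hr RT; FP ex 555/em 632 nm.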
TR SRC2 fluor cs: Texas Red fluorescence interference in TRb-SRC2 counter-screen. Potency, µM (top dose mostly 106 µM), inactives show at the top dose fluorescence change, negative = quenching. 280,000 compounds, 0.29% hits. TRb/SRC2 Texas Red total fluorescence interference; active = well fitted curve in either direction with a large enough effect; inconclusive = small, poorly fitted or top-dose-only effect
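Flags fluorescent or light-absorbing compounds by total fluorescence, S + 2P, at 555 nm excitation and 632 nm emission. Mixture: 20 nM Texas Red SRC2 peptide, 0.6 uM human TRb LBD, 1 uM T3, 5% DMSO; compound exposure 5 h at ambient temperature.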
Tau fluor counter: counter-screen for tau fibril formation inhibitors; Potency, µM (top dose mostly 57.7 µM), for inactives: at the top dose activity change, negative = decrease; AID 1463; 280,000 compounds, 0.93% hits; tau K18 P301L Alexa594 fluorescence, heparin fibrillization; note: nearly all actives have a fitted effect of over 55% in size
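Human K18 P301L tau (15 uM unlabeled plus 0.24 uM Alexa 594-labeled, final) in 100 mM sodium acetate pH 7 was mixed with compound and 20 uM heparin and incubated 6 hr at 37 C.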
Tau ThT inhib: inhibitors of human tau fibril formation, thioflavin T binding; Potency, µM (doses to about 57.4 µM), for the others: at the highest dose activity, negative = inhibition, most hits filed as inhibitors; 270,000 compounds, 2.1% hits; recombinant tau K18 P301L (four-repeat tau fragment), heparin-induced fibrillization, ThT fluorescence; P10636; note: nearly all actives have a fitted effect of over 55% in size
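Tau K18 P301L fragment (15 uM unlabeled plus 0.24 uM Alexa 594-labeled) in 100 mM sodium acetate pH 7 with compound, fibrillization induced by 20 uM heparin for 6 hr at 37 C. Thioflavin T (30 uM) added, fluorescence read after 1 hr (ex 450, em 510 nm).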
GLA spleen mod: inhibits or activates alpha-galactosidase in human spleen homogenate. P06280. human spleen homogenate, 4MU-alpha-Gal fluorescence, 40 min. Potency, µM (series often up to 80 µM), inactives show at the top dose activity change, negative = inhibition, most hits filed as inhibitors. 240,000 compounds, 0.008% hits. AID 2107;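 note: 0% = enzyme with vehicle and -100% = no enzyme basal signal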
Target sequence (P06280 32-429 limits assumed): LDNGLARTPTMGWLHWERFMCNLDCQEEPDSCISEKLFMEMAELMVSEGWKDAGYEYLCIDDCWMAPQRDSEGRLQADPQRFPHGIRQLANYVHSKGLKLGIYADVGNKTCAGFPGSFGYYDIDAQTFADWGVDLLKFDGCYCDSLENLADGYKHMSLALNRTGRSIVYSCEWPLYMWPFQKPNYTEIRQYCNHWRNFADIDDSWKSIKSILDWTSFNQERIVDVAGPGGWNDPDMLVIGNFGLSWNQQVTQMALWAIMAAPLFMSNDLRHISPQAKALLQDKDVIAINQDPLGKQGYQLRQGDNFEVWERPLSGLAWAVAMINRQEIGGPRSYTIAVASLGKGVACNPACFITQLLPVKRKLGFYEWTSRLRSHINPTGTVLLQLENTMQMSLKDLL
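Fluorogenic readout (Ex 365/Em 440 nm) of 4-methylumbelliferone released from 1 mM 4-MU-alpha-galactoside by spleen homogenate, 40 min at 37C, pH 5.0. Data normalized to no-enzyme and enzyme controls; Hill-equation AC50 from compound titrations.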
TRb SRC2 PPI: inhibitors of human thyroid hormone receptor beta-SRC2 interaction; P10828; TRbeta-SRC2 peptide binding, fluorescence polarization; receptor liganded with 1 µM T3; Potency, µM (series often up to 106 µM), for inactives: top-dose activity change, negative = inhibition, actives largely listed as inhibitors; 280,000 compounds, 0.065% hits; AID 1469;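 note: plate controls were bound peptide for no effect and peptide without receptor for full effect; nearly all actives have a fitted effect of over 50% in size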
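Fluorescence polarization of 20 nM Texas Red SRC2 peptide (20-aa NR interaction domain) bound to 0.6 uM human TRb ligand-binding domain, with 1 uM T3, after 5 hr at ambient temperature; inhibition seen as decreased polarization.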
Starred values were filed as active, the others as inactive; ? = inconclusive; · = no result given; & = joins results of further samples; [ ] = remark or other dose. Unless noted, calls come from the whole dose curve; as a rule, active = well fitted curve in the direction sought with a large enough effect; inconclusive = small, poorly fitted or top-dose-only effect, or another doubt; inactive = no such curve, though single readings can be large; an effect the other way counts as inactive or inconclusive. Unless noted, % is set by controls: 0 for no effect and ±100 for the full control effect; potency is the fitted concentration of half-maximal effect.

item	compound	L3MBTL1 block	ALDH1A1 block	Tau FP inhib	TR SRC2 fluor cs	Tau fluor counter	Tau ThT inhib	GLA spleen mod	TRb SRC2 PPI
1	C=CCc1cccc(/C=N/NC(=O)c2ccccc2OC)c1O	·	3%	-1%	0%	-28%	-3%	4%	-7%
2	NC(=O)CSc1cn(Cc2ccc(F)cc2)c2ccccc12	2%	-4%	-5%	-2%	-8%	2%	-6%	-1%
3	CCOc1ccccc1NC(=O)CSc1nnc2[nH]c(=O)cc(C)n12	·	·	-3%	-1%	-9%	-11%	·	-2%
4	COc1ccc(CCN2C(=O)N(c3ccc(F)cc3)C(=O)C2CC(=O)Nc2ccccc2)cc1 (centres undefined)	·	·	-10%	-3%	?	2%	·	6%
5	O=[N+]([O-])c1cc(C(F)(F)F)ccc1N1CCN(S(=O)(=O)c2ccc3ccccc3c2)CC1	-15%	-7%	2%	0%	-16%	-11%	-5%	1%
6	Cc1cccc(S(=O)(=O)Nc2nc3ccccc3nc2Nc2ccc3c(c2)OCO3)c1	-28%	?	1%	-1%	5%	3%	19%	0%
7	Cc1ccc(S(=O)(=O)CC(O)COc2ccc(F)cc2Cl)cc1 (centres undefined)	1%	?	8%	-6%	-5%	4%	7%	3%
8	COc1cc(C(=O)Nc2ccc3nn(-c4ccc(F)cc4)nc3c2)cc(OC)c1OC	·	·	?	5%	?	?	·	5%
9	COC(=O)C1=C(C)N(CCc2ccccc2)C(=O)C1(NS(=O)(=O)c1ccc(NC(C)=O)cc1)C(F)(F)F (centres undefined)	·	20µM*	-12%	2%	-9%	-6%	5%	-19%
10	COc1ccc(NC(=O)CCN2C(=O)c3ccccc3S2(=O)=O)c(OC)c1	·	?	0%	-3%	-11%	-9%	-5%	-4%
11	CC1(C)Cc2ccccc2-c2nc(CN3CCOCC3)[nH]c(=O)c21	4%	9%	-2%	1%	-6%	-7%	-1%	-1%
12	CC1CC(C)(C)N(C(=O)NC2CCCCC2)c2ccccc21 (centres undefined)	20%[11.4 µM]	-4%	0%	-1%	-2%	-2%	8%	-6%
13	COc1ccc(N/C=C2\C(=O)CCc3c2oc2cc(Cl)c(O)c(Cl)c32)cc1	0%	-4%	16%	-5%	?	2.5µM*	-15%	-7%
14	COc1ccc(N2C(=O)c3ccccc3NC2c2ccc(OC)c(COc3ccccn3)c2)cc1 (centres undefined)	-10%	?	14%	-12%	-9%	-10%	2%	0%
15	COc1ccc2nc(C(F)(F)C(F)(F)F)c(C#N)c(N)c2c1	·	?	?	-1%	-18%	5%	8%	3%
16	Cc1ccc(C(=O)N/C(=C\c2ccc(Cl)cc2)C(=O)NCC2CCCO2)cc1 (centres undefined)	-14%	13%	-6%	9%	-4%	3%	0%	-2%
17	C[C@H]1Cc2c(-c3ccccc3)nc3c(c2CO1)CN(C(=O)c1cc(I)ccc1F)CC3	·	18%[13.5 µM]	-5%[11.6 µM]	-3%[11.2 µM]	-17%[11.6 µM]	-11%[11.5 µM]	11%[17.5 µM]	-2%[11.2 µM]
18	O=C(Cc1ccccc1)NCC(=O)OCc1ccc([N+](=O)[O-])cc1	8%	7%	2%	-1%[53 µM]	8%	11%	-9%	-9%[53 µM]
19	Cc1ccc(NC(=O)CC(C)N2CCCC2)cc1 (centres undefined)	·	?	?	1%	-13%	-1%	-8%	10%
20	COc1cccc(OCCNC(=O)CSc2ccc(C(F)(F)F)cc2[N+](=O)[O-])c1	-3%	32µM*	7%	-4%	?	?	-5%	3%
21	O=C(NCCc1ccccc1)C(=O)NCC(c1ccco1)S(=O)(=O)c1cccs1 (centres undefined)	·	·	-8%	0%	2%	4%	·	1%
22	COc1ccc(/C(C)=N/NS(=O)(=O)c2ccccc2)c(OC)c1	5%	?	0%	-2%	-3%	-1%	-8%	-1%
23	CC1(C)CC(=O)C(c2c[nH]c3ccccc23)C(=O)C1	20%	20µM*	-15%	-4%	-17%	?	1%	-3%
24	CS(=O)(=O)Nc1ccc2c(c1)C(=O)OC2	·	7%	-5%	-1%	5%	1%	-9%	2%
25	COc1ccc(Cn2c(SCc3ccc(C(=O)NC(C)C)cc3)nc3cccnc32)cc1	·	·	-1%	5%	1%	4%	·	-8%
26	CCN=C1NN=C(c2c[nH]c3ccccc23)CS1	4%	-7%	10%	-10%	-17%	?	-7%	2%
27	COc1ccccc1-c1cc2nc(C)c(CCC(=O)NCc3ccc(F)cc3)c(C)n2n1	·	·	0%	-6%	-13%	·	?	-7%
28	CC(NC(=O)CSc1nc(=O)cc(N)n1-c1ccccc1)c1ccccc1 (centres undefined)	2%	-6%	-1%	1%	8%	4%	-7%	2%
29	COc1ccc(-n2c(Cc3cccn3C)nnc2SCC(=O)Nc2ccc(C)cc2C)cc1	?	?	9%	-1%	-5%	-14%	0%	6%
30	O=C(Cn1nnc(-c2ccc3c(c2)OCO3)n1)NCc1ccccc1	8%	-5%	-9%	-1%	3%	-2%	5%	-11%
31	Cc1ccccc1Nc1sc(C(=O)c2ccc3c(c2)OCO3)c(N)c1S(=O)(=O)c1ccccc1	·	·	-9%	0%	-10%	3%	·	-2%
32	CCCCn1c(CCC(=O)O)nc2cc(S(=O)(=O)N(CC)CC)ccc21	-4%	·	8%	?	-13%	-9%	-14%	28%
33	COc1ccc(-c2noc(-c3cc4ccccc4oc3=O)n2)cc1	-7%	?	0%	-2%	-8%	?	-13%	6%
34	Cn1cccc1/C=N/NC(=O)CSc1nc2ccccc2n1C	-27%	·	-12%	0%	-16%	-5%	7%	-5%
35	Cc1cc(C(=O)CC#N)c(C)n1CC(F)(F)F	0%	-15%	-4%	1%	-8%	-6%	2%	-21%
36	Cc1cnc(C)c(N(C)NC(=S)Nc2ccccc2)n1	-4%	7%	-5%	-4%	0%	-1%	0%	-1%
37	CC(C)C(NC(=O)c1ccco1)C(=O)NCC(c1ccco1)N(C)C (centres undefined)	·	-2%	-2%	2%	-7%	-15%	2%	0%
38	CCc1nnc(NC(=O)CSc2nnc(-c3ccco3)n2CCOC)s1	6%	?	-1%	1%	1%	0%	-12%	4%
39	COc1cccc(-n2ccnc2SCC(=O)Nc2cccc(C)c2C)c1	·	·	-3%	1%	-13%	-6%	·	0%
40	COc1cc(-c2nnn(CC(=O)NCc3ccccc3)n2)cc(OC)c1OC	14%	4%	-7%&-5%	3%&4%	-15%&-19%	-8%&-6%	2%	2%&7%
41	Cc1cc(C)cc(Oc2ccc(NC(=O)C3CC=CCC3C(=O)O)cc2)c1 (centres undefined)	2%	2.8µM*	2%	2%	-1%	-9%	3%	0%
42	Cc1cc(C)cc(N(CC(=O)NCc2ccccc2Cl)S(=O)(=O)c2c(C)[nH]c(=O)[nH]c2=O)c1	·	·	5%	-2%	-6%	-5%	·	-9%
43	O=C(Nc1nc(C2C3CC4CC(C3)CC2C4)cs1)c1cc2cc([N+](=O)[O-])ccc2oc1=O (centres undefined)	-3%	6%	-4%	1%	-15%	-11%	5%	-24%
44	COC(=O)c1nnc(SC)nc1C(=O)OC	·	2%	2%	-1%	-4%	-4%	11%	3%
45	CCOC(=O)C1(Cc2cccc(OC)c2)CCN(Cc2cccc3cnccc23)CC1	17%	-13%	0%	-8%	-5%	0%	-8%	-7%
46	CC[C@H](C)[C@H](NS(=O)(=O)c1ccc(C)cc1)C(=O)N1CCC(C(=O)N[C@H](C(=O)O)C(C)C)CC1	8%	-2%	-4%	2%	2%	3%	6%	6%
47	CN(C)CCOC(=O)CCc1ccccc1	·	12%	-6%	-4%	-3%	5%	3%	1%
48	CC(C)(C)NC(=O)NCCc1ccccc1	6%	·	?	1%	5%	3%	-3%	6%
49	Cc1nnc(SCC(=O)Nc2c(Cl)cccc2Cl)[nH]c1=O	-1%	4%	-1%	1%	1%	-4%	3%	-12%
50	Cc1ccccc1-c1nnc(-c2cccs2)o1	22%	?	-5%	-1%	-9%	-10%	-2%	2%
51	COC(=O)c1c(NC(=O)Cc2cccs2)sc2c1CCC(C)C2 (centres undefined)	-1%	14µM*	?	-3%	-22%	?	0%	-12%
52	NCCC(O)C(=O)NC1C[C@@H](N)[C@H](O[C@@H]2OC(CN)C(O)C(O)C2O)C(O)[C@H]1O[C@H]1OC(CO)C(O)C(N)C1O (some centres undefined)	·	5%	-1%	-4%	-5%	-1%	8%	1%
53	COCCn1c(/C=C/c2ccccc2)nc2ccccc21	22%	?	6%	-1%	-9%	-7%	?	8%
54	Cc1ccc(CNc2ccc(N3CCOCC3)cc2)s1	·	?	8%	-1%	-25%	?	0%	0%
55	Cc1ccc(/C=N/NC(=S)NCCc2ccccc2)s1	-15%	?	0%	-1%	-12%	1%	28%	3%
